NCI-60 one-dose screen, 48 h, at 10 µM unless noted. Numbers give growth in % (100 = growth as untreated, 0 = no growth, -100 = all killed).
HCT-15: HCT-15 colon cancer. 5.2% of 82,000 active. AID 1794746
NCI-H322M: NCI-H322M lung cancer. 2.7% of 80,000 active. AID 1794733
NCI/ADR-RES: NCI/ADR-RES ovarian cells; 4.4% of 81,000 active; AID 1794790
NCI-H460: NCI-H460 lung cancer. 6.8% of 82,000 active. AID 1794736
HT29: HT29 colon cancer; AID 1794748; 7.4% of 81,000 active
COLO 205: COLO 205 colon cancer; AID 1794742; 7.3% of 79,000 active
HCT-116: HCT-116 colon cancer; 7.3% of 82,000 active
NCI-H226: NCI-H226 lung cancer. AID 1794732. 3.5% of 79,000 active
NCI-H522: NCI-H522 lung cancer | 8% of 78,000 active | AID 1794739
* marks the source's active call; other numbers are inactive results; nt = not tested or not shown; & = joins results of further samples; ! = not confirmed by another sample. How the source made its calls: active means growth percent below 10; inactive means the rest.

no.	Molecule	HCT-116	NCI-H460	HT29	NCI-H226	NCI-H522	NCI/ADR-RES	HCT-15	COLO 205	NCI-H322M
1	CCC1(CCC(C)C)C(=O)NC(=O)N(c2ccccc2)C1=O (configuration not stated)	99	107	90	104	76	104	95	100	102
2	CC(C)CN(CC(C)C)CC(O)c1ccc(Br)cc1 (configuration not stated)	75	103	97	97	89	102	111	100	100
3	COP(=S)(OC)Oc1ccc(Sc2ccc(OP(=S)(OC)OC)cc2)cc1	77	98	76	69	67	80	100	114	96
4	COc1cc(C#N)cc2nc(C)oc12	100	102	114	nt	114	103	103	106	100
5	NC(=O)CI	99	108	109	nt	101	105	105	110	99
6	OC(Cc1ccncc1)C(Cl)(Cl)Cl (configuration not stated)	95	102	102	85	85	98	93	98	97
7	C[C@H]1C[C@H]2[C@@H]3CC[C@](C)(O)[C@@]3(C)CC(=O)[C@]2(F)[C@@]2(C)CCC(=O)C=C12	98	127	98	93	85	96	97	109	97
8	Brc1ccc(Br)cc1	106	117	108	109	96	106	105	120	108
9	CC[C@@H]1[C@@H](C)O[C@@](O)([C@@H](C)[C@H](O)[C@H](C)[C@H]2OC(=O)/C=C/C=C/[C@H](C)[C@@H]([C@@H](C)[C@@H](O)[C@H](C)[C@@]3(O)C[C@@H](O[C@H]4C[C@@H](O)[C@H](O)C(C)O4)[C@H](CC)[C@@H](C)O3)OC(=O)/C=C/C=C/[C@@H]2C)C[C@H]1O[C@@H]1C[C@@H](O)[C@H](O)C(C)O1 (some centres not stated)	-81*	-73*	-84*	-58*	-82*	-64*	-84*	-78*	-97*
10	Cc1ccc2c(c1)NP(=S)(Oc1ccccc1)N2 (configuration not stated)	106	107	99	111	94	110	114	106	109
11	C=CCC1(C(C)CCC)C(=O)NC(=S)N(C)C1=O (configuration not stated)	96	102	102	110	94	101	95	103	86
12	C[C@]1(O)CC[C@H]2[C@@H]3CCC4=CC(=O)CCC4=C3C=C[C@@]21C	97	112	107	99	97	106	98	118	126
13	CC(Br)C(=O)c1ccccc1 (configuration not stated)	109	101	107	93	20	128	101	115	97
14	Cc1ccc(Nc2nc(-c3ccc4ccccc4c3)c[se]2)cc1	97	102	109	81	89	96	90	110	81
15	CC(=O)Cc1ccc(Cl)cc1	92	107	88	99	57	101	102	97	90
16	COc1ccc(Cl)cc1C(=O)CCl (tested in a mixture with another compound)	36	105	119	103	75	102	46	66	144
17	Nc1c(Br)cc([N+](=O)[O-])cc1[N+](=O)[O-]	108	103	103	93	105	105	114	116	nt
18	O=c1[nH]cnc2[se]c3c(c12)CCCCC3	111	113	123	93	110	107	109	113	106
19	CCc1cccc(CC)c1NC(=NCCN1CC1)Nc1c(CC)cccc1CC	36	59	40	74	78	nt	74	83	94
20	O=C(O)CCCCCCCCC(=O)O (tested in a mixture with another compound)	114	108	105	108	103	106	96	110	110
21	O=[N+]([O-])CC(c1ccccc1Cl)c1c(-c2ccccc2)[nH]c2ccccc12 (configuration not stated)	20	23	8.4*	31	-11*	26	23	15	43
22	COc1ccccc1N1CCN(CC(C)C)CC1	90	101	94	108	87	104	93	102	92
23	COc1cc2c(c(OC)c1OC)-c1ccc(O)cc1[C@@H](NC(C)=O)CC2	5.0*	0.8*	5.1*	5.4*!	-33*!	-2.6*!	6.3*	-84*	1.8*!
24	COC(=O)C1=CO[C@@H](C)[C@@H]2CN3CCc4c([nH]c5cc(OC)ccc45)[C@@H]3C[C@H]12	103	100	103	95	nt	94	98	101	nt
25	CC(=O)c1ccc(Br)cc1	104	110	109	98	110	102	112	114	109
26	C=CCNC(=O)C(Br)C(C)C (configuration not stated)	103	108	93	101	80	103	94	112	113
27	C[C@@H]1C[C@H]2[C@@H]3CC[C@H](O)[C@@]3(C)CC[C@@H]2[C@@]2(C)CCC(=O)C=C12	96	104	95	99	91	96	102	114	106
28	Cc1ccc(NC(=O)NCCCOc2ccc(N3C(N)=NC(N)=NC3(C)C)cc2Cl)cc1S(=O)(=O)F	18	27	24	99	38	102	102	54	90
29	CC1CC(NCCO)CC(C)(C)C1 (configuration not stated)	104	112	107	99	123	119	106	106	108
30	CCOP(=S)(S)OCC	107	104	108	93	102	101	110	105	103

Pulled one by one from above (2):
no.	Molecule	HCT-116	NCI-H460	HT29	NCI-H226	NCI-H522	NCI/ADR-RES	HCT-15	COLO 205	NCI-H322M
18	O=c1[nH]cnc2[se]c3c(c12)CCCCC3	111	113	123	93	110	107	109	113	106
30	CCOP(=S)(S)OCC	107	104	108	93	102	101	110	105	103

(more compounds)
no.	Molecule	HCT-116	NCI-H460	HT29	NCI-H226	NCI-H522	NCI/ADR-RES	HCT-15	COLO 205	NCI-H322M
31	Clc1ccc(N2COOC3(OOC2)C2CC4CC(C2)CC3C4)cc1	50	61	60	96	-53*	-13*	64	101	76
32	CN1CCN(c2nc(N)cc(=O)[nH]2)CC1	111	109	99	100	111	112	114	121	95
33	C/C(=C\C(=O)O[C@H]1[C@@H]2[C@H](C)CC[C@H]2[C@]2(C)O[C@@]1(C1CCCCC1)C[C@H]2OC(=O)CO)c1ccccc1	7.8*	14	9.4*	41	20	7.7*	19	nt	84
34	CCC1(CCO)C(=O)NC(=O)NC1=O	97	110	106	104	103	110	102	115	108
35	CN(C)c1ccc(C(=O)c2ccc(N(C)C)cc2)cc1	99	101	106	104	92	106	104	123	103
36	Cc1ccc(S(=O)(=O)n2cc([C@@]3(O)C[C@H](CSC#N)OC3=O)c3ccccc32)cc1	46	86	54	85	86	82	70	59	106
37	COc1ccc2nc(NC(=O)COc3cc(/C=C\c4cc(OC)c(OC)c(OC)c4)ccc3OC)sc2c1	13	4.2*	10	40	-20*	-5.4*	16	26	25
38	CC/C(=C(\c1ccc(OCCN2CCOCC2)cc1)c1ccc(OC(=O)Cc2ccccc2)cc1)c1ccc(Cl)cc1	97	106	95	106	93	105	112	120	88
39	COc1ccc(CC(N)c2ccc(OC)c(OC)c2)cc1OC (configuration not stated)	105	101	99	96	92	99	103	105	99
40	Cn1cc(-c2csc(-c3cn(CCCCN4CCOCC4)c4ccc(F)cc34)n2)c2cccnc21	83	93	-64*	60	57	77	62	66	84
41	[O]=[Sn]([CH]1CCCCC1)[CH]1CCCCC1	-98*	-86*	-53*	-74*	-73*	-83*	-78*	-90*	-97*
42	O=CC1(c2ccccc2)CCN(Cc2ccccc2)CC1	102	110	107	98	105	101	103	109	105
43	OC1CC2(Cl)C(Cl)=C(Cl)C1(Cl)C2(Cl)Cl (configuration not stated)	90	98	114	100	45	98	94	97	131
44	C[C@]12CCc3sc(Nc4ccccc4Cl)nc3C1=CC[C@@H]1[C@@H]2CC[C@]2(C)C(=O)CC[C@@H]12	85	98	111	108	105	104	95	118	90
45	CC1=C(SCCC(=O)OCC(=O)NCCC[Te]c2ccccc2)C(=O)c2ccccc2C1=O	-13*	-43*	11	-4.2*	-6.7*	-10*	10	48	-13*
46	Cc1coc2c1CCC(C)C2 (configuration not stated)	102	109	nt	106	95	96	102	104	129
47	CC(=O)OC1CCC2C3CCC4CC(=O)C(F)CC4(C)C3CCC12C (configuration not stated)	98	nt	102	99	96	109	99	109	104
48	COc1ccc(-c2c[se]c(Nc3ccccc3)n2)cc1	76	63	101	93	76	101	92	110	43
49	N[C@H](C[C@@H]1CC(Br)=NO1)C(=O)O	85	102	89	97	55	110	99	114	98
50	OCCNC1CCCCC1	94	105	109	104	nt	115	99	112	113
51	CC[C@H](C)[C@H](NC(=O)[C@H]1CCCCN1C)C(=O)N(C)[C@H](C[C@@H](OC(C)=O)c1cccc(C(=O)N[C@@H](Cc2ccccc2)C[C@H](C)C(=O)OC)n1)C(C)C	-5.1*	7.1*	-5.5*	23	-12*	13	8.5*	-72*	40
52	CC(=O)O[C@H]1CC[C@@]2(C)C(=CC[C@H]3[C@@H]4C[C@@H](N5CC5)[C@H](C(C)=O)[C@@]4(C)CC[C@@H]32)C1	86	93	86	92	89	93	92	99	110
53	COc1cccc(CCN)c1	103	107	106	106	nt	111	104	116	89
54	CN(N=O)C1CCS(=O)(=O)C1 (configuration not stated)	96	111	116	98	58	273	92	107	125
55	CCOP(=O)(OCC)SCc1ccccc1	104	109	97	112	93	105	104	116	107
56	O=C(O)C(O)(c1ccccc1)C1CCCCC1 (configuration not stated)	101	105	108	108	103	97	97	96	112
57	O=C1NC(=O)C2(CCN(c3ccccc3)CC2)C(=O)N1	103	107	105	94	101	105	105	105	107
58	COC(=O)C1C=C2c3cccc4[nH]cc(c34)CC2N(C)C1 (configuration not stated)	91	102	108	90	80	95	100	nt	97
59	CCCOC(=O)CCl	96	100	105	90	106	93	97	110	103
60	COc1cc2c(c(OC)c1OC)-c1ccc(O)c(=O)cc1[C@@H](NC(C)=O)CC2	26	25	30	69	nt	74	38	73	58

Sorted by count of non-hydrogen atoms (rising): some entries from above
no.	Molecule	HCT-116	NCI-H460	HT29	NCI-H226	NCI-H522	NCI/ADR-RES	HCT-15	COLO 205	NCI-H322M
59	CCCOC(=O)CCl	96	100	105	90	106	93	97	110	103
50	OCCNC1CCCCC1	94	105	109	104	nt	115	99	112	113
46	Cc1coc2c1CCC(C)C2 (configuration not stated)	102	109	nt	106	95	96	102	104	129
49	N[C@H](C[C@@H]1CC(Br)=NO1)C(=O)O	85	102	89	97	55	110	99	114	98
43	OC1CC2(Cl)C(Cl)=C(Cl)C1(Cl)C2(Cl)Cl (configuration not stated)	90	98	114	100	45	98	94	97	131
32	CN1CCN(c2nc(N)cc(=O)[nH]2)CC1	111	109	99	100	111	112	114	121	95
55	CCOP(=O)(OCC)SCc1ccccc1	104	109	97	112	93	105	104	116	107
48	COc1ccc(-c2c[se]c(Nc3ccccc3)n2)cc1	76	63	101	93	76	101	92	110	43
58	COC(=O)C1C=C2c3cccc4[nH]cc(c34)CC2N(C)C1 (configuration not stated)	91	102	108	90	80	95	100	nt	97
39	COc1ccc(CC(N)c2ccc(OC)c(OC)c2)cc1OC (configuration not stated)	105	101	99	96	92	99	103	105	99
31	Clc1ccc(N2COOC3(OOC2)C2CC4CC(C2)CC3C4)cc1	50	61	60	96	-53*	-13*	64	101	76
47	CC(=O)OC1CCC2C3CCC4CC(=O)C(F)CC4(C)C3CCC12C (configuration not stated)	98	nt	102	99	96	109	99	109	104
60	COc1cc2c(c(OC)c1OC)-c1ccc(O)c(=O)cc1[C@@H](NC(C)=O)CC2	26	25	30	69	nt	74	38	73	58
44	C[C@]12CCc3sc(Nc4ccccc4Cl)nc3C1=CC[C@@H]1[C@@H]2CC[C@]2(C)C(=O)CC[C@@H]12	85	98	111	108	105	104	95	118	90
40	Cn1cc(-c2csc(-c3cn(CCCCN4CCOCC4)c4ccc(F)cc34)n2)c2cccnc21	83	93	-64*	60	57	77	62	66	84
33	C/C(=C\C(=O)O[C@H]1[C@@H]2[C@H](C)CC[C@H]2[C@]2(C)O[C@@]1(C1CCCCC1)C[C@H]2OC(=O)CO)c1ccccc1	7.8*	14	9.4*	41	20	7.7*	19	nt	84
37	COc1ccc2nc(NC(=O)COc3cc(/C=C\c4cc(OC)c(OC)c(OC)c4)ccc3OC)sc2c1	13	4.2*	10	40	-20*	-5.4*	16	26	25
38	CC/C(=C(\c1ccc(OCCN2CCOCC2)cc1)c1ccc(OC(=O)Cc2ccccc2)cc1)c1ccc(Cl)cc1	97	106	95	106	93	105	112	120	88
51	CC[C@H](C)[C@H](NC(=O)[C@H]1CCCCN1C)C(=O)N(C)[C@H](C[C@@H](OC(C)=O)c1cccc(C(=O)N[C@@H](Cc2ccccc2)C[C@H](C)C(=O)OC)n1)C(C)C	-5.1*	7.1*	-5.5*	23	-12*	13	8.5*	-72*	40

Following part
no.	Molecule	HCT-116	NCI-H460	HT29	NCI-H226	NCI-H522	NCI/ADR-RES	HCT-15	COLO 205	NCI-H322M
61	C=CCC1(C(C)CCC)C(=O)NC(=S)NC1=O (configuration not stated)	103&100	101&99	106&102	90&96	115	107&97	95&99	108&105	104
62	Cc1cc(OCCN2CC2)c2ccccc2n1	72	89	91	99	66	84	85	115	101
63	Cc1cccc(C)c1OP(=O)(Oc1c(C)cccc1C)Oc1c(C)cccc1C	73	99	64	103	81	96	83	126	95
64	COc1ccccc1NC1=NCCS1	114	108	116	93	100	121	102	113	106
65	N#CCCCCCBr	108	105	100	100	85	107	89	116	104
66	CC1C(=O)OC2CCN3CC4OC4(COC(=O)C(C)(O)C1(C)O)C23 (configuration not stated)	97	109	107	nt	100	104	105	nt	102
67	Cc1ccc(S(=O)(=O)N/N=C\c2ccc(N(CCCl)CCCl)cc2)cc1	89	54	90	81	79	85	92	118	95
68	O=C1NC(=O)C(=Cc2cccnc2)C(=O)N1	96	102	104	98	114	95	92	107	121
69	CSc1nc(Cl)c(Br)c(N2CC2)n1	78	103	113	90	73	91	100	93	106
70	CCCC(=O)N(C)C1=Nc2ccc(Cl)cc2C(c2ccccc2)=[N+]([O-])C1	82	92	95	109	88	96	100	99	87
71	CC1([N+](=O)[O-])COP(=O)(Nc2ccc(F)cc2)OC1 (configuration not stated)	99	106	96	101	89	102	104	107	nt
72	COc1ccc(C(=O)c2sc3nc4c(cc3c2N)N2CCC4CC2)cc1OC	86	103	105	65	82	79	96	97	107
73	O=C1NC(=O)C(=Cc2ccc(OCCCCC3CCCCC3)c(Cl)c2)C(=O)N1	91	94	92	102	81	107	99	112	105

Assay outcomes: PubChem BioAssay, NCI

These rows are one share of the data. The share of hits here may be higher or lower than overall.
